Source: PubChem (several laboratories)
E coli Lon inh: E. coli protease La inhibition. P0A9M0. purified E. coli Lon protease, fluorescence polarization. inhibition, % at 7.94 µM. 0.42% of 360,000 active; in the data active means inhibition above about 13%, passing the limit was not always enough;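 further: 0% = enzyme with probe and DMSO and 100% = no enzyme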
Target sequence (P0A9M0 whole entry, looked up): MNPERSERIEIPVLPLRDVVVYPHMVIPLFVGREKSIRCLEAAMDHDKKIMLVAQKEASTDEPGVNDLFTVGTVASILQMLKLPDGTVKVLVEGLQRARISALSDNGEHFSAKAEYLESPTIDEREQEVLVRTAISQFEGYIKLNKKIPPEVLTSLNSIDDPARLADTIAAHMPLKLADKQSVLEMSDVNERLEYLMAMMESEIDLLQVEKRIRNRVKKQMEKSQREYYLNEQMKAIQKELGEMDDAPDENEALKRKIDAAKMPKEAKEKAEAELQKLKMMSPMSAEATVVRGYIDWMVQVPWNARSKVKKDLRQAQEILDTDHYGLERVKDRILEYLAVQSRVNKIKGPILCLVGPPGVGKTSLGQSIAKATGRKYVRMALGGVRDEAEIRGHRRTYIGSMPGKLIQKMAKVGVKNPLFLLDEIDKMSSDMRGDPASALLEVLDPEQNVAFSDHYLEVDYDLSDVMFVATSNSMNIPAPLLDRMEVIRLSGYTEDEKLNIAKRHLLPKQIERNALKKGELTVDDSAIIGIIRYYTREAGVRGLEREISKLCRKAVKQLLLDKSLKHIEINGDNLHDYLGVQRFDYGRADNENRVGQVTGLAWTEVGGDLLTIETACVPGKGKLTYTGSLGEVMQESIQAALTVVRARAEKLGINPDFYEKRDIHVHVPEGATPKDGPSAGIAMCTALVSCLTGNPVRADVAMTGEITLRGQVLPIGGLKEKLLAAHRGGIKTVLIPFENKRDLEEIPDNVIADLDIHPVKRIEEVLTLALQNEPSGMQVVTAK
TbMetRS inhib: blocks T. brucei methionyl-tRNA synthetase activity; purified T. brucei MetRS, ATP depletion, Kinase-Glo luminescence; inhibition, % at 11.9 µM; 0.4% of 360,000 active;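 active means inhibition above a per-plate cutoff of the control wells' mean inhibition plus 3 SD, cut at about 5.5% in these data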;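 further: 0% = DMSO wells median and 100% = median of wells with control inhibitor compound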
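Material – parasite MetRS enzyme · Medium – HEPES-MgCl2-KCl buffer plus DTT, spermine, BSA, pyrophosphatase · Reagent – ATP, methionine and E. coli bulk tRNA substrates · Times – 15 min enzyme-compound preincubation, 2 h reaction, 10 min detection, 25 °C · Measured by – luminescence of leftover ATP · Evaluation – percent inhibition relative to median high and low control wells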
FAS-TE inh: inhibitors of human fatty acid synthase thioesterase domain; P49327; recombinant FAS-TE, OMFH fluorogenic substrate, fluorescence endpoint; inhibition, % at 15 µM; 0.67% of 360,000 active; AID 602261;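 active means compounds whose normalised, plate-corrected inhibition of enzyme fluorescence in the single-dose primary screen is 50% or more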;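 further: 0% = DMSO with enzyme and 100% = substrate without enzyme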
MLLE-PAM2 inh: blocks PAM2 peptide binding to the PABP1 MLLE domain. P11940. GST-MLLE / FITC-PAM2 fluorescence polarization. inhibition, % at 20 µM. 0.36% of 360,000 active. AID 588489; in the data active means inhibition above about 35%, passing the limit was not always enough;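 further: plate controls were DMSO wells with GST-MLLE for no effect and wells lacking GST-MLLE protein for full effect; some results filed as inactive read as strong as hits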
MsrA act: activators of bovine methionine sulfoxide reductase A | purified bovine MsrA, absorbance read-out | 0.3% of 360,000 active | activation, % at 10.6 µM; in the data active means activation above about 7.5%;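 further: 0% = vehicle and 100% = reference activator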
MsrA inhibitor: bovine MsrA inhibition; 0.75% of 360,000 active; purified bovine MsrA, absorbance read-out; inhibition, % at 15.5 µM; in the data active means inhibition above about 4.5%;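 further: 0% = vehicle wells with enzyme and 100% = reference inhibitor wells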
MT1-MMP act inh: blocks activation of human MT1-MMP; 0.061% of 360,000 active; P50281; GFP/RFP ratio change, % at 20 µM; HT1080 RFP-PRO-GFP cells, GFP/RFP ratio fluorescence, overnight; percent of plate control window, DMSO zero;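 active means GFP/RFP ratio change of at least 30% with cell ATP level not reduced by more than half and red fluorescence within 50% of control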; further: strong numbers were not always called active
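Assay system: HT1080 cells carrying an RFP-PRO-GFP reporter | Dosing: Single dose of 20 µM compound, 1% DMSO final | Incubation: Cells overnight before dosing, compound overnight, 37 °C, 5% CO2 | Evaluation: GFP/RFP fluorescence ratio | Control set: DMSO and RFP-L50D-GFP cell wells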
CendR NRP1 mod: modulators of CendR peptide binding to human neuropilin-1; FAM-RPARPAR peptide binding to NRP-1, fluorescence polarization; 0.85% of 360,000 active; inhibition, % at 25 µM; AID 602438; O14786;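 active means inhibition or corrected inhibition above about 18%, plus a signal ratio from 0.5 to 1.5, limit read from the data, passing the limit was not always enough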; further: strong numbers were not always called active
SKN-1 inh: blocks SKN-1 activity in C. elegans; 0.49% of 360,000 active; C. elegans VP596 Pgst-4::GFP/RFP ratio, acrylamide-induced, 24 h; inhibition, % at 21.8 µM;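 active means interference check ratio from 0.5 to 1.5 plus GFP to RFP signal ratio inhibition reaching or exceeding a fixed threshold, cut at about 30% in these data, passing the limit was not always enough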; further: some compounds called inactive have numbers as strong as hits
Numbers without * were called inactive; · = no result given.

Under each structure – MsrA act, MLLE-PAM2 inh, CendR NRP1 mod, E coli Lon inh, MT1-MMP act inh, FAS-TE inh, SKN-1 inh, MsrA inhibitor, TbMetRS inhib
1. COc1ccc(-c2cc(NC=O)c3ncc(-c4cccc(C(=O)N(C)C)c4)n3c2)cn1
  -5, -12, -20, -1, -10, -6, 24, 2.4, -0.2
2. COc1ccc(NC(=O)N[C@H]2C=C[C@@H](CC(=O)NC3CCC3)O[C@@H]2CO)cc1
  ·, ·, 3, ·, 0, ·, 4, 0.9, 0.9
3. CCOC(=O)c1csc(NC(=O)CSc2nnc(C3CC3)n2C)n1
  -4, 9, -4, -3, 1, -7, -19, 0.0, -1.6
4. CCN1/C(=C/c2ccc3cc(C)ccc3[n+]2CC)Sc2ccc3sccc3c21
  0, -196, -150, -65, -20, -21, 68, ·, -0.2
5. COc1ccc(C(=O)COC(=O)C(CCSC)NC(=O)COc2ccccc2)c(OC)c1 (stereo not given)
  -3, 1, 14, 3, -3, 37, -3, 0.1, -0.6
6. Cc1cc(C)n2c3c(c(C#N)c2n1)CCCC3
  -2, 19, 4, -6, -11, 0, -4, 2.3, 1.5
7. NC(=O)C1CCN(C(=O)CCSc2ccccc2)CC1
  -11, 17, -6, -1, -1, -6, -18, 0.2, -0.8
8. COc1ccc2[nH]c3c(c2c1)CCN1C(=O)N([C@@H](C)C(=O)NCC2CCCO2)C(=O)[C@]31C (stereo not given in full)
  -8, -4, -8, 4, 3, -6, -2, -0.3, -2.6
9. Cc1cccc(OCC(=O)Nc2ccc(S(=O)(=O)Nc3cc(C)nc(C)n3)cc2)c1
  -6, 7, 0, -8, 4, -7, 4, -0.6, -0.2
10. Cc1ccc2nc3c(c(Nc4ccc(O)cc4)c2c1)CCC3
  -7, 1, -1, 8, 4, -6, -5, 1.9, -0.2
11. CCCCC(=O)NC(=S)NNC(=O)c1ccc(OC)cc1
  3, -13, -10, -8, 6, -2, 10, -1.2, 0.2
12. Cc1cccc(-c2ocnc2C(=O)Nc2ccccc2NC(=O)c2ccccn2)c1
  -3, 4, -2, 2, -4, 16, 1, -0.9, -0.3
13. CCN(CC)S(=O)(=O)c1ccc(O)c(C(=O)OCC(=O)N2c3ccccc3CC2C)c1 (stereo not given)
  -5, -9, -16, 6, 1, 19, -3, 0.0, 0.5
14. O=C(COC(=O)c1cccs1)NC12CC3CC(CC(C3)C1)C2
  -2, -15, -7, -6, 1, -13, -8, -0.3, -0.2
15. C=C(C)C1CC=C(C)/C(=N/NC(=O)CNc2ccc(C)cc2C)C1 (stereo not given)
  -4, 2, 5, -6, -3, -9, 6, -0.5, -0.4
16. COc1ccccc1-c1nn2c(C(F)(F)F)nnc2s1
  -3, 8, 4, 4, 1, -7, -30, 2.0, -1.4
17. Cc1ccc(S(=O)(=O)C2(C(=O)NCCc3ccccc3)CC2)cc1
  -3, 5, 0, -4, -1, 3, 3, -0.7, 0.3
18. Cc1ccc(-c2cc(C(=O)N3CCc4ccccc4C3)[nH]n2)cc1C
  -7, 8, 8, 4, 1, -9, 1, -0.1, -0.6
19. Cc1ccc(OCCNC(=O)c2cccc(S(=O)(=O)NCc3ccccc3)c2)cc1
  2, 6, -8, -10, -8, 13, -1, 0.8, -0.3
20. CC1=C(c2ccc(C)cc2)S(=O)(=O)N(CC(=O)O)C1=O
  -1, -7, -5, 0, 4, -6, -3, -0.3, -0.1
21. C=C1CC(C(=O)N/N=C/c2ccccc2)C1
  0, 1, -3, 5, 3, -6, 3, -0.7, -0.5
22. CCCCn1c(CN2CCN(c3ccc(F)cc3)CC2)nc2c1c(=O)n(C)c(=O)n2C
  -2, -6, -1, -17, 2, 36, -5, -1.2, -0.7
23. CCOC(=O)c1c[nH]c(=S)n1C
  -4, -32, -2, 5, 3, -3, -12, -0.3, -0.7
24. COCc1[nH]c(=S)[nH]c(=O)c1C
  -4, 24, 5, 2, 0, -4, -11, -0.8, -1.1
25. Cc1ccc(C(=O)Cn2ncsc2=N)cc1
  -3, 12, 2, -9, 4, -14, -5, -0.2, -0.8
26. Cc1ccc(S(=O)(=O)C2(C(=O)N3CCCC(C)C3)CC2)cc1 (stereo not given)
  -4, -1, -2, -3, 0, -6, -21, ·, -0.6
27. O=C(COc1ccccc1[N+](=O)[O-])Nc1ccc2c(c1)CCC2
  -1, 5, 4, 14, 3, 6, 17, 0.8, -0.2
28. CCOC(=O)C(CC)n1cnc2c(nnn2-c2cccc(OC)c2)c1=O (stereo not given)
  -1, -4, 16, 4, -1, -4, 18, 0.8, -0.8
29. CC(C)C[C@H]1CN(CCCC[C@H]2CNC(=O)C(=O)N2CC2CCCCC2)C(=O)C(=O)N1CCc1ccccc1
  -1, ·, -16, -10, 5, -5, 10, -0.3, -0.3
30. C/C(=C\c1cccc(Br)c1)C(=O)c1c(C)cc(C)[nH]c1=O
  -2, -7, -8, 5, -2, 0, 9, 1.2, -0.3
31. CCN1C(=O)c2ccccc2S(=O)(=O)c2ccc(C(=O)N3CCOCC3)cc21
  -7, 5, 4, -1, 2, -8, -3, -0.4, -1.2
32. COc1cccc(C(=O)NC(=S)Nc2ccccc2N2CCCCC2)c1
  -2, 38, -8, 2, -2, 22, 21, 1.4, -0.2
33. Fc1ccc(NCc2ccccc2F)cc1Cl
  -3, 9, 3, -7, -8, 28, 16, -0.3, -0.3
34. O=C(O)CSC(C(=O)Nc1ccc(Br)cc1)c1ccccc1 (stereo not given)
  -5, -3, 7, -2, -3, -10, 9, -1.4, -0.8
35. COc1ccc(C2N(c3ccc(Cl)cc3)C(=O)C3CCCN32)cc1 (stereo not given)
  -2, 8, -7, -2, 2, 0, 13, -0.1, -0.8
36. CCN(CC)c1ccc(C=N/C(C#N)=C(\N)C#N)cc1
  -8, -91, -83, -20, 17, -2, 28, 3.2, -0.8
37. CN(CC(=O)Nc1ccccc1C(=O)NC1CC1)Cc1ccccc1F
  -4, -6, -1, -4, -5, -1, -1, 0.3, 0.2
38. CCc1cc(=O)oc2cc(C)cc(OCC(=O)NCc3ccccn3)c12
  6, -8, 12, -12, 1, -4, -5, 0.0, -0.2
39. Cc1cccc(CC(C)NC(=O)c2cc(COc3ccc(F)cc3F)on2)n1 (stereo not given)
  -3, 3, 16, -3, 5, -1, 5, -0.1, -0.5
40. CCCS(=O)(=O)N1CCN=C1SCc1cccc(F)c1
  -2, 11, 6, -4, 4, 0, 31, -1.1, -0.5
41. Cc1ccc(C(=O)OCC(=O)c2ccc(Cl)s2)s1
  1, -1, 34*, -1, 0, 12, 6, -0.2, -0.4
42. CS(=O)(=O)N(CC(=O)Nc1cccc([N+](=O)[O-])c1)c1ccccc1F
  -5, 20, 6, 4, 0, 4, -5, -0.4, -0.6
43. CCOC(=O)c1ccc(NC(=O)Oc2cc(C)c(Cl)cc2C(C)C)cc1
  -1, 3, 5, -5, 3, 6, 9, 0.2, -1.0
44. O=C(CSc1nc2ccccc2n1S(=O)(=O)c1ccccc1)N1CCCC1
  -3, -8, -11, -1, 4, -8, 3, 1.3, 1.2
45. COc1ccc(-c2csc(NC(=O)c3ccc(N4C(=O)CCC4=O)cc3)n2)cc1
  -5, 4, 5, -2, 2, 2, 2, -0.1, -0.6
46. CC1CCN(S(=O)(=O)c2ccc(NC(=O)Cc3ccccc3)cc2)CC1
  -4, 6, -3, -6, -3, 16, -5, -0.2, -0.4
47. CCCNC(=O)C1CC(=O)N(c2ccc(OCC)cc2)C1 (stereo not given)
  -7, 3, 10, 7, 0, 0, -7, -0.8, -0.5
48. CCCNC(=O)c1ccccc1NC(=O)c1ccccc1SC
  -5, 0, -1, -1, -1, 0, 12, 0.9, -1.2
49. CCOc1ccc(CCNC(=O)COC(=O)Cn2nc(C)c([N+](=O)[O-])c2C)cc1OCC
  -2, -14, 2, -1, -2, -4, 25, 0.3, -0.2
50. COc1ccc(COc2cc(-c3cccc(OC)c3)nc3ccc(NC(=O)c4ccc(N(C)C)cc4)cc23)cc1
  -2, -5, 28*, -12, 5, 26, 26, ·, -0.3

Later entries
Under each structure – MsrA act, MLLE-PAM2 inh, CendR NRP1 mod, E coli Lon inh, MT1-MMP act inh, FAS-TE inh, SKN-1 inh, MsrA inhibitor, TbMetRS inhib
51. Cc1cc(C)nc(/N=C2\NC(=O)CC(C(=O)O)N2CCc2c[nH]c3ccccc23)n1 (stereo not given)
  -1, 0, -5, -6, 5, -7, 10, 0.2, 0.2
52. O=C(c1ccccc1F)N1CCN(c2cnn(-c3cccc(Cl)c3)c(=O)c2Cl)CC1
  -5, -16, -2, -4, 3, -6, -1, -0.3, -0.1
53. O=C(CNC(=O)N1CC(=O)Nc2ccccc21)Nc1ccc(Cl)cc1Cl
  0, -19, 8, -4, 1, -7, 10, -0.4, 0.0
54. COc1ccccc1N1CCc2c(C)nc3c(OC)cccc3c21
  -3, -14, -7, 5, 2, -8, -15, ·, 0.1
55. CCC(C)NC(=O)C1CCN(S(=O)(=O)c2ccc(OC)cc2)CC1 (stereo not given)
  0, 8, 17, 1, 2, -8, 4, -0.1, 0.1
56. CC(Oc1ccc(F)cc1)C(=O)Nc1cccc(S(=O)(=O)N(C)c2ccccc2)c1 (stereo not given)
  2, 2, 6, 6, 0, 19, 11, -0.1, -0.1
57. Cc1cc(C)c(NC(=O)CNC(=O)CN2C(=O)NC3(CCCc4ccccc43)C2=O)c(C)c1 (stereo not given)
  -3, 9, -7, 3, 4, -2, 8, 0.2, -0.6
58. COc1ccc(NC(=O)COC(=O)CCc2ccc(S(=O)(=O)N3CCOCC3)cc2)cc1Cl
  -12, -21, -9, 5, ·, 11, -4, 0.3, -0.6
59. O=C(COC(=O)c1ccc2c(c1)OCCO2)NCCc1ccccc1
  1, -15, 6, -23, -1, 1, 4, 0.0, 0.1
60. COc1cc(Cl)ccc1OCc1cc(C(=O)NC2CCc3ccccc32)no1 (stereo not given)
  0, 6, 5, -1, -3, -2, -4, 0.9, -0.2
61. Cc1nn(Cc2ccc([N+](=O)[O-])cc2)c(=O)n1N(C)c1ncc(C(F)(F)F)cc1Cl
  -4, -12, 0, 49, -2, 79*, 26, 2.5, -0.4

Whole records, quoted from the list.
CCC(C)NC(=O)C1CCN(S(=O)(=O)c2ccc(OC)cc2)CC1 (stereo not given) as listed: MsrA act: 0; MLLE-PAM2 inh: 8; CendR NRP1 mod: 17; E coli Lon inh: 1; MT1-MMP act inh: 2; FAS-TE inh: -8; SKN-1 inh: 4; MsrA inhibitor: -0.1; TbMetRS inhib: 0.1
CC(Oc1ccc(F)cc1)C(=O)Nc1cccc(S(=O)(=O)N(C)c2ccccc2)c1 (stereo not given) as listed: MsrA act: 2; MLLE-PAM2 inh: 2; CendR NRP1 mod: 6; E coli Lon inh: 6; MT1-MMP act inh: 0; FAS-TE inh: 19; SKN-1 inh: 11; MsrA inhibitor: -0.1; TbMetRS inhib: -0.1
